Source: PubChem BioAssay
S3 lipid droplet: qHTS Assay for Lipid Storage Modulators in Drosophila S3 Cells; Drosophila S3 cells, BODIPY lipid droplet fluorescence, 18-24 h; cells fed with added oleic acid; actives 0.64% (n = 320,000); AID 2685; lipid storage change, negative = inhibition, % at the top dose, mostly 46.1 µM; hits show Potency in µM; active means well fitted inhibition curve with a large enough effect in the signal ratio, with a control signal flat, not every such curve was filed as active; inconclusive means small, poorly fitted or top-dose-only effect, or effect the other way, or a change in a side signal; the % refers to the signal ratio
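Drosophila S3 cells loaded with oleic acid (400 uM, as added) and compounds at several concentrations; lipid droplets imaged by 488-nm laser-scanning cytometry, 500–530 nm intensity and object ratio to cell channel. Percent activity normalized to 20 uM Triacsin C.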
S3 lipid droplet cell count max: further read-out of S3 lipid droplet, marked with its call; cell number change, %; measured here: cell count max response;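 cells counted by Cell Tracker Red CMTPX staining in the red channel; peak over a dose series mostly up to 46.1 µM; percent activity relative to internal control wells on each plate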
* marks the source's active call; other numbers are inactive results; i = inactive; ? = inconclusive; nt = not tested or not shown; [ ] = another dose, or the depositor's remark. On the % scale 0 is the no-effect control and ±100 the full control effect; potency means the concentration at half of the fitted maximal effect. Only part of the results is shown; the hit share may differ from the screen's.

mol	S3 lipid droplet	S3 lipid droplet cell count max
Cn1c(=O)cc(OCCCC(=O)Nc2ccc3c(c2)OCCO3)c2ccccc21	-9%	22
COc1ccc(C)c2sc(NNC(=O)COc3ccccc3)nc12	3%[9.22 µM]	nt
Cc1nn(-c2ccc(F)cc2)c(C)c1CN1CCN(CCC(C)C)C(CCO)C1 (centres undefined)	4%	12
COc1ccc(-c2nnn(CC(=O)Nc3sc4c(c3C#N)CCCC4)n2)cc1	?	nt
COc1ccc(Cl)cc1N(CC(=O)Nc1ccc2c(c1)OCCO2)S(C)(=O)=O	10%	-1
CCCCSc1nc2sc3c(c2c(=O)n1-c1ccc(OC)cc1)CCN(C)C3	?	nt
COc1ccc(-n2nnc3c(SCC(=O)Nc4ccccc4F)ncnc32)cc1	-21%[9.22 µM]	-21
COc1cccc(N2CC(NC(=O)c3ccc4ccccc4c3)CC2=O)c1 (centres undefined)	?	nt
CC(C)[C@H](N)c1nnc(SCC(=O)c2ccc(Cl)cc2)o1	?	nt
CN(c1cccc(NC(=O)CN(c2ccc(F)cc2)S(C)(=O)=O)c1)S(C)(=O)=O	-10%	-12
CCOCCc1nnc(NC(=O)C2CC(=O)N(CCc3ccc(F)cc3)C2)s1 (centres undefined)	?	nt
CCNC(=S)Nc1ccc(C)c(S(=O)(=O)Nc2ccccc2OC)c1	?	nt
Nc1nc(SC2c3cccc4cccc(c34)C2NS(=O)(=O)c2ccccc2)n[nH]1 (centres undefined)	?	nt
Cc1coc2cc3oc(=O)c(CCC(=O)NCCCn4ccnc4)c(C)c3cc12	?	nt
CC(C)(C)OC(=O)C1C(=O)CC(C)(O)C(C(=O)OC(C)(C)C)C1c1ccco1 (centres undefined)	?	nt
O=C(CN1CCCCCC1)Nc1ccc(Cl)cn1	?	nt
CS(=O)(=O)N1CCN(c2ccc([N+](=O)[O-])c(NCCN3CCOCC3)c2)CC1	i	-18
O=C1NC(=S)N/C1=C/c1cccc([N+](=O)[O-])c1O	-8%	-1
COc1ccccc1CNC(=O)c1ccc(CS(=O)Cc2cccc(Cl)c2)o1 (centres undefined)	?	nt
N#CC1=C(N)Oc2cc(Nc3ccccc3)ccc2C1c1ccncc1 (centres undefined)	-4%	-8
CCC(=O)Nc1nnc(SCC(=O)c2ccc3c(c2)Cc2ccccc2-3)s1	?	nt
Cc1c(/C=N/NC(N)=O)c2ccccn2c1C(=O)c1ccc(F)cc1	?	nt
CCCCNC(=O)c1c[nH]c2ccc(S(=O)(=O)Nc3ccc(OCC)cc3)cc2c1=O	?	nt
O=C(O)C(O)c1ccco1 (centres undefined)	11%	15
COc1ccc(N(C)S(=O)(=O)c2cccc(C(=O)OC(C(=O)Nc3cc(C)cc(C)c3)c3ccccc3)c2)cc1 (centres undefined)	?	nt
COc1cccc(CN(C)C(=O)c2ccc(NS(=O)(=O)c3ccc(F)cc3)cc2)c1OC	?	nt
Cc1ccc2nc(S(=O)(=O)O)[nH]c2c1	?	nt
N#Cc1c(N)c(C(=O)c2ccc(Br)cc2)n2c1CCC2	?	nt
CCSc1nnnn1-c1ccccc1	-1%	1
COc1cccc(CN2CC(O)=C(c3nc(-c4ccc(Cl)cc4)cs3)C2=N)c1	?	nt
O=C(NCCc1ccccc1)c1n[nH]c2ccccc12	19%	1
CC1=C(C(N)=O)C(c2cccnc2)n2nc(SCc3ccccc3Cl)nc2N1 (centres undefined)	1%	-8
COc1ccccc1N(C(=O)CNS(=O)(=O)c1ccccc1)C(C(=O)NCc1ccco1)C(C)C (centres undefined)	?	nt
C[C@@](Cc1ccccc1)(C(=O)O)N1C(=O)c2ccc(C(=O)O)cc2C1=O	-2%	-12
COc1ccc(CNC(=O)CN(C(=O)CCC(=O)Nc2nccs2)c2cccc(C)c2)cc1	?	nt
O=C(O)COCC(=O)N1CCCN(c2nccc(C(F)(F)F)n2)CC1	-1%	22
COc1cccc(C(=O)Nc2c(F)cccc2F)c1	-7%	1
Cn1ccnc1SCC(=O)Nc1ccc2ccccc2c1	-18%	nt
O=C(CN1CCSCC1)N/N=C/c1cccc(Cl)c1	?	nt
Cc1cc(OCCCn2ccnc2)cc(C)c1Cl	0%	-22
COc1cccc(NC(=O)CN(C)S(=O)(=O)c2ccc3c(c2)CCC(=O)N3)c1	?	nt
COc1ccc2c(c1)C1CC(C)(NC(=O)C1S(=O)(=O)c1ccc(F)cc1)O2 (centres undefined)	10%	6
CCOC(=O)C1CCCN(CC(=O)Nc2ccc(C(=O)Nc3ccccc3OC)cc2)C1 (centres undefined)	?	nt
Cc1cccnc1NC(=O)CCNS(=O)(=O)c1ccc2c(c1)c(=O)n(C)c(=O)n2C	3%	25
CCCCn1c(N)c(N(CCOC)C(=O)CSCc2c(C)noc2C)c(=O)[nH]c1=O	i[0.369 µM]	-23
COc1cc(C#N)c(NC(=S)N2CCOCC2)cc1OC	-3%	1
CC(C(=O)O)N1c2cccc3cccc(c23)S1(=O)=O (centres undefined)	?	nt
COc1ccc(/C=N/NC(=O)c2sc3nc(C)cc(C)c3c2N)cc1	?	nt
OC(CNC1CCCC1)COc1ccc(Cl)cc1 (centres undefined)	?	nt
Cc1cc(C)n(-c2nc3c(c(=O)[nH]c(=O)n3C)n2Cc2cccc(Br)c2)n1	13%	-15
COCCCNC(=O)c1ccccc1-c1cc(C)no1	14%	-3
O=C(NCCOc1ccccc1F)C1CCC(=O)N(CCc2cccc(F)c2)C1 (centres undefined)	?	nt
CCSc1ccccc1C(=O)Nc1ccc2c(c1)OCO2	4%	19
CC(NC(=O)c1ccccc1C(=O)O)c1ccc(-n2ccnc2)cc1 (centres undefined)	i	-3
COc1ccc(C(=O)c2ccc(CC(=O)O)s2)cc1	?	nt
O=C(Cc1cccc2ccccc12)N/N=C/c1ccc(Sc2nc3ccccc3s2)o1	?	nt
Cc1nnc(SCC(=O)Nc2cc(C(N)=O)cc(C(N)=O)c2)n1-c1ccccc1	?	nt
CCOC(=O)N1CCN(C(=O)CN(c2cccc(C(F)(F)F)c2)S(C)(=O)=O)CC1	11%	0
COCC(=O)NNS(=O)(=O)c1ccccc1[N+](=O)[O-]	?	nt
CC(=O)CCS(=O)(=O)c1ccc(NC(C)=O)cc1	?	nt

Next part:
mol	S3 lipid droplet	S3 lipid droplet cell count max
CCN(c1ccccc1)C1(O)C(=O)c2ccccc2C1=O	?	nt
COc1cc(OC)c(N(C)S(=O)(=O)c2cccc(C(=O)OCC(=O)c3c[nH]c4ccccc34)c2)cc1Cl	22%	3
Cn1cnnc1SCC(=O)Nc1ccc2nc(SCc3ccccc3F)sc2c1	?	nt
CCOC(=O)/C=C/C(=O)N1CCN(C(=O)/C=C/C(=O)OCC)CC1	?	nt
CC(C)(C)c1ccc(C(=O)N2CCCCCC2=O)cc1	-7%	-22
CC(=O)Nc1ccc(S(=O)(=O)N(C)CC(=O)NC2CCCC(C)C2C)cc1 (centres undefined)	23%	nt
CC12CCC(=O)N1C(C(=O)Nc1ccc(S(=O)(=O)N3CCCCC3)cc1)CS2 (centres undefined)	14%	20
CS(=O)(=O)N(CC(=O)Nc1ccccc1Sc1ccccc1)C1CCCCC1	?	nt
O=C(CN1C(=O)C2CC=C(Cl)CC2C1=O)NCc1ccccc1 (centres undefined)	?	nt
Cc1cc(Nc2ccccc2)n(C(=O)c2ccc(N)cc2)n1	-7%	-28
COc1ccc(N(C)S(=O)(=O)c2cccc(C(=O)Nc3nc(C)c(C(C)=O)s3)c2)cc1	1.2µM*	nt
CCCCc1nnc(NC(=O)Cn2cnc3ccccc3c2=O)s1	i	-24
O=c1c2ccccc2nc2n1C(CSc1ccc(Br)cc1)CN2 (centres undefined)	?	nt
CCN(CC)C(=O)c1ccc(Nc2nnc(C)c3ccccc23)cc1	-9%	-16
COc1ccc(CCNC(=O)CSc2nc3[nH]c(=O)cc(O)c3s2)cc1	5%	-1
C=CC(=O)N1C/C=C\C(c2ccc(OC)cc2)N(Cc2ccc(F)cc2)C(=O)C1 (centres undefined)	27%	-1
CC1(c2ccccc2Cl)NC(=O)N(CC(=O)NCc2ccc3c(c2)OCO3)C1=O (centres undefined)	i	40
COc1ccccc1C(CCNCc1ccc(N(C)C)cc1)c1ccc(OC(C)C)cc1 (centres undefined)	?	nt
O=C(C1=C[C@@H](c2ccc(C(F)(F)F)cc2)C[C@@H](OCc2ccc(CO)cc2)O1)N1CCN(Cc2ccccc2)CC1	-22%	12
Cc1csc(NC(=O)CSc2ncnc3c2cnn3-c2ccccc2Cl)n1	-25%	nt
Cc1onc(-c2c(Cl)cccc2Cl)c1NC(=O)NN(C)C	-2%	11
CSC1=N/C(=C\c2ccc(C)cc2)C(=O)S1	?	nt
CN(CC(=O)Nc1cccc(F)c1)C(=O)CNC(=O)Cc1cccc2ccccc12	?	nt
Cc1ccc(C)c(S(=O)(=O)N2CCN(C(=O)Cc3ccccc3)CC2)c1	?	nt
COC(=O)C(CC(=O)Nc1cc(C)ccc1C)Nc1ccccc1OC (centres undefined)	11%	4
COc1ccc(Cn2nnnc2C(c2ccccc2OC)N2CCC(C(N)=O)CC2)cc1 (centres undefined)	?	nt
O=c1nc2n(c3c1oc1ccccc13)Cc1ccccc1-2	?	nt
Cc1cccc(NC(=O)CN2C(=S)NC(C)(C)CC2C)c1C (centres undefined)	-6%	0
Cc1cc(C)n(CC(O)COc2ccc(Cl)cc2Cl)n1 (centres undefined)	?	nt
COc1cc(/C=N/NC(=S)NCC2CCCO2)cc(OC)c1OC (centres undefined)	?	nt
Cc1ccc2[nH]c(C)c(/C=N/Nc3nc4ccccc4s3)c2c1	?	nt
CC1(NC(=O)C23CC4CC(CC(C4)C2)C3)CCS(=O)(=O)C1 (centres undefined)	8%	4
Cn1c(C2=C(O)CN(c3ccc4c(c3)OCCO4)C2=N)nc2ccccc21	8%	1
Cc1snc(SCC(=O)c2ccc(Cl)cc2)c1C#N	?	nt
COc1ccc(NC(=O)CN(C)C2CCCCC2)cc1Cl	3%	6
O=C(NN1C(=O)c2ccccc2NC12CCCCC2)c1ccccc1	-11%	-7

Four entries from above, as labelled records:
CC1(NC(=O)C23CC4CC(CC(C4)C2)C3)CCS(=O)(=O)C1 (centres undefined)
  S3 lipid droplet: 8%	S3 lipid droplet cell count max: 4
Cn1c(C2=C(O)CN(c3ccc4c(c3)OCCO4)C2=N)nc2ccccc21
  S3 lipid droplet: 8%	S3 lipid droplet cell count max: 1
Cc1snc(SCC(=O)c2ccc(Cl)cc2)c1C#N
  S3 lipid droplet: ?	S3 lipid droplet cell count max: nt
COc1ccc(NC(=O)CN(C)C2CCCCC2)cc1Cl
  S3 lipid droplet: 3%	S3 lipid droplet cell count max: 6

Additional records.
mol	S3 lipid droplet	S3 lipid droplet cell count max
CC1CCN(C(=O)CSc2nc3ccccc3s2)CC1	?	nt
c1ccc(-n2ncc(-c3nn[nH]n3)n2)cc1	?	nt
COc1cccc(NC(=O)CSc2nnc(NC(=O)C3CC3)s2)c1	?	nt
Cc1ccc(NC(=O)CCCNC(=O)c2ccc(Cl)cc2)nc1	?	nt
O=C(CSC1=NCCS1)Nc1ccc2ccccc2c1	15%	5
CCS(=O)(=O)c1ccc(O)c(NC(=O)NC2CCCCC2)c1	?	nt
COc1ccc(/C=N/NC(=O)CC2N=C(Cc3ccccc3)NNC2=O)cc1OC (centres undefined)	11%	-10
CC(=O)Cn1ncc(N2CCOCC2)c(Br)c1=O	15%	26
CN(C)c1cc2c(cc1NS(=O)(=O)c1ccccc1)n(C)c(=O)n2C	?	nt
Cc1ccccc1C(=O)NC1CCCCCCC1	?	nt
Cc1cccc(OCC(O)CN2CCN(CCN3C(=O)c4cccc5cccc(c45)C3=O)CC2)c1C (centres undefined)	?	nt
NNC(=O)c1cc(C23CC4CC(CC(C4)C2)C3)nc2ccccc12	-30%	-12

Molecules above containing a nitro group on carbon:
mol	S3 lipid droplet	S3 lipid droplet cell count max
CS(=O)(=O)N1CCN(c2ccc([N+](=O)[O-])c(NCCN3CCOCC3)c2)CC1	i	-18
O=C1NC(=S)N/C1=C/c1cccc([N+](=O)[O-])c1O	-8%	-1
COCC(=O)NNS(=O)(=O)c1ccccc1[N+](=O)[O-]	?	nt

Carrying on:
mol	S3 lipid droplet	S3 lipid droplet cell count max
CC(C)NC(=O)c1cc2nc(-c3ccco3)cc(C(F)(F)F)n2n1	i	-1
CCC(C)(C(=O)NC1CCCCC1)N(C)C(=O)c1ccc2c(c1)OCO2 (centres undefined)	?	nt
COc1ccccc1NC(=O)C(C)n1cnc2c(oc3nc4c(cc32)CCCC4)c1=O (centres undefined)	?	nt
Cc1ccc(NC(=O)CN2C(=O)N/C(=C\c3cccn3-c3cccc(C(=O)O)c3)C2=O)cc1	?	nt
O=C(Nc1ncc(Cc2ccccc2)s1)C1COc2ccccc2O1 (centres undefined)	1%	-12
O=C(NNC(=O)c1cccc(-n2cccc2)c1)c1ccccc1	?	nt
O=C(NC(=S)NCc1cccnc1)c1cc2ccccc2o1	5%	-20
